PTHR1 agonist: agonists of human PTHR1 parathyroid hormone receptor | Q03431 | HEK293 GP2 PTHR1 cells, GloSensor cAMP luminescence, 1 h | Potency, µM (titrated, usually from 115 µM), for inactives: at the highest dose activation, hits mostly activators | actives 0.075% (n = 410,000) | AID 743266; further: nearly all actives have a fitted effect of over 55% in size; some results filed as inactive show a strong effect at the top dose; inactives centre near -15; many of its hits are not listed in these tables
Target sequence (Q03431 whole entry, looked up): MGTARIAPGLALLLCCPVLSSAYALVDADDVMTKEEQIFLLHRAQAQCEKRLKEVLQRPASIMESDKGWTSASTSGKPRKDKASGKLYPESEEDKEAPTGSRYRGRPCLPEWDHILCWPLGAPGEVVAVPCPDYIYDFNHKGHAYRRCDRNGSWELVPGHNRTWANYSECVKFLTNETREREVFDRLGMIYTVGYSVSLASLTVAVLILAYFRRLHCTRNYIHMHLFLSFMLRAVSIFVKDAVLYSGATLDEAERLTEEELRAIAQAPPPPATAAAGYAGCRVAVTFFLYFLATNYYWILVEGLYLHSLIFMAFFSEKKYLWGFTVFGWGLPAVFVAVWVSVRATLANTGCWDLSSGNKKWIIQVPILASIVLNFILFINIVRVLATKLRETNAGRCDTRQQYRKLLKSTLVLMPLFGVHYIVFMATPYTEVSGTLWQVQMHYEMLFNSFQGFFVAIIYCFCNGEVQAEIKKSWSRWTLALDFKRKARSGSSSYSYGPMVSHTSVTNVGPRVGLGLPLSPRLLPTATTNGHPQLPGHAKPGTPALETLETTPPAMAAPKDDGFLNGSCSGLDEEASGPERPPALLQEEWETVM
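HEK-293-derived GP2 cells expressing PTHR1 and a GloSensor cAMP reporter, 3,000/well, plated overnight, given luciferin plus IBMX (each 0.5 mM as added) for 1 h at 37 °C, then compound for 1 h at 37 °C. Luminescence was read after 15 min at room temperature.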
EPAC1 agonist: EPAC1 (human) agonism | O95398 | EPAC1 agonist qHTS, biochemical assay; response scale: 100% = response to 6.5 mM cAMP | Potency, µM (top dose mostly 154 µM), for the others: at the highest dose activation, usual class: activators | actives 0.073% (n = 360,000); further: nearly all actives have a fitted effect of over 60% in size
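EPAC1 100 nM, Rap1B–BODIPY-GDP 250 nM, unlabeled GDP 50 uM; compound titration; 5 min RT; kinetic read ex480/em540 at 5-min intervals ×30 min; data normalized to 6.5 mM cAMP agonist control.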
FUS yeast rescue: FUS proteinopathy suppression in yeast; S. cerevisiae FUS-expressing, growth rescue, OD600, 24 h; Potency, µM (highest dose often 76.6 µM), for the others: top-dose growth rescue (activation), usual class: activators; actives 0.24% (n = 390,000); AID 1347120;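 further: plate controls were DMSO vehicle for no effect and reference control for full effect; nearly all actives have a fitted effect of over 55% in size; some results filed as inactive show a strong effect at the top dose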
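Toxicity suppression screen in FUS-yeast. Cells induced with 2% galactose, starting OD 0.005, treated 24hr at 30C with compounds at multiple final concentrations; growth by OD600.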
EPAC2 antagonist: EPAC2 (human) antagonism; EPAC2 GEF exchange of Rap1B-BODIPY-GDP, fluorescence; Potency, µM (titrated, usually from 114 µM), inactives show top-dose activity, negative = inhibition, actives largely listed as inhibitors; actives 0.18% (n = 360,000); AID 720708; further: on the % scale 0 is the no-effect control and ±100 the full control effect; nearly all actives have a fitted effect of over 45% in size; many of its hits are not listed in these tables
EPAC2 agonist: activates human EPAC2 exchange factor; actives 0.079% (n = 360,000); Potency, µM (titrated, usually from 154 µM), for the others: top-dose activation, most hits filed as activators; EPAC2 activation, biochemical qHTS; response scale: 100% = 6.5 mM cAMP response; further: nearly all actives have a fitted effect of over 50% in size
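Nucleotide exchange monitored as fluorescence drop when BODIPY-GDP leaves Rap1B. Reaction: 100 nM EPAC2, 250 nM RAP1B-BODIPY-GDP, 50 uM GDP, room temperature, kinetic read over 30 min. Activity expressed relative to 6.5 mM cAMP.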
TDP43 rescue: TDP-43 toxicity inhibition in yeast; TDP-43 expressing yeast growth rescue, BacTiter-Glo, 24 h; Potency, µM (titrated, usually from 46.1 µM), without a hit: at the top dose growth rescue (activation), hits mostly activators; actives 1.8% (n = 410,000); AID 652104; further: % of control where 0% means no effect; nearly all actives have a fitted effect of over 50% in size
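Growth rescue of TDP-43-toxic yeast measured as ATP luminescence (BacTiter-Glo). Cells grown to mid-log in raffinose, induced in galactose at OD600=0.02, exposed to compound 24 hr at 30 deg C.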
aSyn rescue: inhibitors of alpha-synuclein toxicity in yeast; Yeast expressing alpha-synuclein, growth rescue, BacTiter-Glo, 24 h; Potency, µM (top dose mostly 46.1 µM), without a hit: at the top dose growth rescue (activation), hits mostly activators; actives 0.14% (n = 370,000); further: % of control where 0% means no effect; nearly all actives have a fitted effect of over 65% in size
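Galactose-induced alpha-syn yeast (OD600=0.02, raffinose-pregrown) + pinned cpd, 24 hr, 30 deg C; growth by BacTiter-Glo luminescence. Growth restoration scores as activation.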
EPAC1 antag: EPAC1 (human) antagonism; O95398; AID 720709; Potency, µM (doses to about 115 µM), without a hit: at the highest dose activity change, negative = inhibition, usual class: inhibitors; EPAC1 GEF assay, Rap1b-BODIPY-GDP exchange fluorescence; actives 0.14% (n = 360,000);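 further: plate controls were vehicle for no effect and positive control for full effect; nearly all actives have a fitted effect of over 50% in size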
The depositor's hits bear a star; i = inactive; ? = inconclusive; . = no result given; [ ] = another dose, or the depositor's remark. The call rests on the fitted dose curve; in most records, active means well fitted curve in the direction sought with a large enough effect; inconclusive means small, poorly fitted or top-dose-only effect, or another doubt; inactive means no such curve, though single readings can be large; an effect the other way counts as inactive or inconclusive. Potency means the concentration at half of the fitted maximal effect. These rows are one share of the data; count on the stated rates, not on these rows.

Screens in order – PTHR1 agonist	EPAC1 agonist	FUS yeast rescue	EPAC2 antagonist	EPAC2 agonist	TDP43 rescue	aSyn rescue	EPAC1 antag
O=C1N/C(=C/c2ccc(N3CCOCC3)o2)C(=O)N1c1ccccc1
 : -91%[inhibitor]	-11%	40%	0%	17%	-6%	19%	-13%
CC(=O)Nc1cccc(N)c1
 : -25%	-24%	-40%	-7%	3%	28%	-5%	-3%
COc1ccccc1CNc1nc(NCCOc2ccccc2)c2sccc2n1
 : -51%[inhibitor]	15%	9%	-9%	13%	18%	-3%	-8%
Cc1ccc(NS(=O)(=O)c2ccccc2)c(NS(=O)(=O)c2ccccc2)c1
 : -6%	7%	15%	-29%	16%	-6%	14%	-8%
O=C(CN1CCc2ccccc2C1)Nc1ccccc1N1CCCCCC1
 : -24%	-5%	34%	-6%	2%	-33%[inhibitor]	4%	-19%
Cc1ccc(OCCC(=O)O)cc1
 : i	3%	-7%	12%	1%	7%	9%	-12%
O=C(OCc1nnc(-c2ccccc2)o1)c1ccc(CO)cc1
 : -87%[inhibitor]	9%	-3%	-3%	9%	6%	-3%	?
O=C(CNS(=O)(=O)c1ccc(Br)s1)NCC1COc2ccccc2O1 (centres undefined)
 : -32%[inhibitor]	1%	5%	-2%	-5%	-14%	?	3%
O=C(COC(=O)CCc1c[nH]c(=O)[nH]1)Nc1cccc(Cl)c1
 : i	13%	19%	15%	6%	-10%	-2%	15%
COC(=O)CSc1nnc(COc2ccc3ccccc3c2)o1
 : i	8%	6%	-12%	12%	18%	-7%	-6%
CC1CCCCN1S(=O)(=O)c1ccc(C(=O)Nc2ccccc2-c2nc3ccccc3[nH]2)cc1 (centres undefined)
 : i	12%	21%	3%	7%	20%	1%	-3%
O=C(Cn1cc2c(n1)CCCC2)NCc1cccs1
 : 3%	9%	-19%	18%	12%	0%	-2%	-9%
CCOC(=O)N1CCC(NCCNC(=O)c2ccco2)CC1
 : -3%	7%	-47%	0%	8%	20%	-4%	-5%
Cc1cc(C)c2c(-n3cccc3)c(C(=O)NNS(=O)(=O)c3ccc(Br)cc3)sc2n1
 : i	2%	?	-6%	-1%	?	?	-7%
CC(C)c1c(C(=O)N/N=C/c2c[nH]c3ccccc23)nnn1-c1nonc1N
 : -11%	-2%	-7%	-24%	7%	-3%	-1%	-15%
O=C(CCCNS(=O)(=O)c1cccc2nsnc12)NC1CCCCC1
 : i	0%	-11%	24%	14%	-30%[inhibitor]	-7%	4%
c1ccc(C2[C@H]3CN(Cc4cccnc4)[C@H](c4ccccc4)C34CC2(c2cccnc2)C4)cc1 (some centres undefined)
 : -50%[inhibitor]	-1%	-18%	-11%	8%	-2%	2%	-15%
COc1ccc(OC(=O)Cc2cccc3ccccc23)cc1
 : -29%	2%	1%	-11%	19%	26%	-6%	0%
O=C(Nc1ccc(F)c(Cl)c1)c1ccc2sc([C@@H]3O[C@H](CO)[C@H](O)[C@H](O)[C@H]3O)nc2c1
 : -24%	-3%	-14%	1%	-4%	-16%	-5%	-21%
Cc1ccc2c(c1)c1c3n2CCN(C(=O)CN2CCN(C)CC2)C3CCC1 (centres undefined)
 : -9%	-3%	7%	1%	7%	-3%	6%	8%

Continuation:
Screens in order – PTHR1 agonist	EPAC1 agonist	FUS yeast rescue	EPAC2 antagonist	EPAC2 agonist	TDP43 rescue	aSyn rescue	EPAC1 antag
COc1ccc(S(=O)(=O)N2CCC(C)CC2)cc1N(C)S(=O)(=O)c1ccccc1
 : -33%[inhibitor]	-2%	.	-1%	-3%	11%	3%	-19%
O=C(COC(=O)c1ccccc1OCc1ccccc1Cl)NCC1CCCO1 (centres undefined)
 : -31%[inhibitor]	-1%	27%	-14%	6%	?	12%	-3%
Cc1ccc(/C=C/C(=O)Nn2cnnc2)cc1
 : -11%	8%	-29%	0%	5%	?	1%	1%
CC(C)(O)C#Cc1ccc(C(=O)N2CCCC(CCC(=O)NCc3ccccc3F)C2)cc1 (centres undefined)
 : -31%[inhibitor]	5%	25%	4%	3%	10%	-3%	-1%
O=C(N/N=C1/CC2C=CCC12)c1ccc(Br)o1 (centres undefined)
 : i	-3%	.	13%	1%	2%	-3%	-8%
O=C(CN(Cc1ccccc1Cl)C(=O)c1csnn1)NCc1ccc2c(c1)OCO2
 : ?	7%	-8%	12%	5%	-13%	-3%	-2%
COCCCn1c(=O)/c(=C\c2ccccc2OC(F)F)s/c1=C(/C#N)C(=O)N1CCOCC1
 : -9%	6%	38%	-12%	-8%	11%[9.22 µM]	5%	-19%
CC(C)CCOc1cccc(OCC(=O)NC2CCS(=O)(=O)C2)c1 (centres undefined)
 : -1%[57.5 µM]	13%	15%	-5%	3%	-6%	1%	0%
COc1cccc(-c2cnc3c(NC(C)=O)cc(-c4ccccc4OC)cn23)c1
 : -50%[inhibitor]	5%	17%	5%	4%	20µM*	6%	19%
C[C@H](CO)N1C[C@H](C)[C@@H](CN(C)Cc2cccc(O)c2)OCc2cnnn2CCCC1=O
 : -18%	6%	-11%	4%	-5%	12%	1%	7%
CC(C)OC(=O)C1=C2SCC(=O)N2C(N)=C(C#N)C1
 : i	2%	17%	-6%	6%	5%	2%	-1%
Cc1ccc(Oc2cc(C)nc(-c3ccccc3O)n2)cc1
 : i	7%	3%	-8%	10%	8%	-6%	0%
C=CCOc1ccc(C2NC(=O)NC(C)=C2C(=O)OC)cc1 (centres undefined)
 : i	0%	7%	3%	2%	9%	3%	13%
COc1ccc(NC(=O)CSCc2ccc(C)cc2)cc1
 : 13%	-8%	4%	-6%	4%	-24%[0.397 µM]	-1%	-2%
Cc1ccc2nc(CSc3nnc(-c4ccncc4)n3C)cc(=O)n2c1
 : i	2%	?	6%	0%	9%	2%	2%
NC(=O)COc1ccc2oc(=O)cc(-c3cc4ccccc4o3)c2c1
 : -13%	2%	14%	2%	0%	7%	-5%	12%
CCc1cccc(CC)c1N(COC)C(=O)Cn1ccccc1=N
 : -1%[57.5 µM]	-1%	-3%	-1%	2%	12%	4%	-10%
COc1ccc(C2CC(Cn3cc(C#N)c(=O)n(C)c3=O)ON2C)cc1 (centres undefined)
 : i	1%	16%	16%	13%	-20%	-4%	-17%
Cc1occc1C(=O)NCc1nc(-c2ccccc2)no1
 : i	1%	-9%	11%	3%	20%	2%	2%
Cc1ccccc1C1CC(c2cccs2)Nc2nnnn21 (centres undefined)
 : -7%	4%	3%	-9%	-3%	12%	4%	?

Shown tab-delimited: part of the list above
SMILES	PTHR1 agonist	EPAC1 agonist	FUS yeast rescue	EPAC2 antagonist	EPAC2 agonist	TDP43 rescue	aSyn rescue	EPAC1 antag
NC(=O)COc1ccc2oc(=O)cc(-c3cc4ccccc4o3)c2c1	-13%	2%	14%	2%	0%	7%	-5%	12%
Cc1ccc(Oc2cc(C)nc(-c3ccccc3O)n2)cc1	i	7%	3%	-8%	10%	8%	-6%	0%
COc1ccc(S(=O)(=O)N2CCC(C)CC2)cc1N(C)S(=O)(=O)c1ccccc1	-33%[inhibitor]	-2%	.	-1%	-3%	11%	3%	-19%
O=C(COC(=O)c1ccccc1OCc1ccccc1Cl)NCC1CCCO1 (centres undefined)	-31%[inhibitor]	-1%	27%	-14%	6%	?	12%	-3%

Other records
Screens in order – PTHR1 agonist	EPAC1 agonist	FUS yeast rescue	EPAC2 antagonist	EPAC2 agonist	TDP43 rescue	aSyn rescue	EPAC1 antag
O=[N+]([O-])/C(C=Nc1ccccc1O)=C\Nc1ccccc1O
 : i	-6%	-17%	11%	-1%	7%	22%	5%
O=C(NCc1cccs1)C1CCCN1C(=O)NC1CCCCC1 (centres undefined)
 : -10%	2%	13%	5%	-2%	0%	-9%	13%
NC(=O)C1(N2CCCCC2)CCN(Cc2nc(-c3cccs3)no2)CC1
 : i	5%	-8%	3%	2%	13%	0%	-12%
COc1ccc(CN(Cc2cc3cc(OC)c(OC)cc3[nH]c2=O)C(=O)NC2CCCCC2)cc1
 : i	0%	-10%	7%[57.1 µM]	-11%	5%	-2%	-9%
COc1ccc(CN2CCC(N3CC(C)OC(C)C3)CC2)c(OC)c1OC (centres undefined)
 : -26%	13%	-14%	6%	3%	-2%	-4%	11%
O=c1cc(CO)oc(CN2CCCC2)c1O
 : -1%[57.5 µM]	-2%	-19%	16%	-1%	-13%	-2%	13%
Cc1ccc(NC(=O)CSc2nnc(C3COc4ccccc4O3)o2)c(Cl)c1 (centres undefined)
 : i	-4%	9%	-1%	-4%	-14%	0%	8%
Oc1ccc(Nc2nc(N3CCCC3)c3ccccc3n2)cc1
 : -5%	4%	62%	-8%	-4%	-1%	1%	-8%
Cc1[nH]nc2nc(SCC(=O)NCCC3=CCCCC3)n(-c3ccc(Br)cc3)c(=N)c12
 : -12%	-2%	-12%	10%	-10%	17%	-4%	-8%
Cc1ccc(-c2c(NC(=O)c3ccco3)oc3ccccc3c2=O)cc1
 : i	-3%	11%	-10%	5%	?	-10%	-19%
O=C(/C=C/c1cn(CC(O)CN2CCCCCC2)c2ccccc12)c1ccccc1 (centres undefined)
 : -47%[inhibitor]	.	38%	.	.	-29%	-7%	.
CCN(CC)C(=O)Cn1cc(S(=O)(=O)CC(=O)NCc2ccc(F)cc2)c2ccccc21
 : i	-12%	10%	-3%	3%	16%	8%	3%
COc1ccc(CCC(=O)NNC(=O)c2cc(Cl)ccc2OC)cc1
 : i	-9%	9%	7%	0%	16%	0%	15%
COc1ccc2nc(SC(C)C(=O)NC3CCCC3)[nH]c2c1 (centres undefined)
 : -18%	-4%	7%	0%	-3%	-13%	8%	0%
CCOC(=O)N1CCC(N2CCN(C3CCCC3)C(CCO)C2)CC1 (centres undefined)
 : i	-2%	4%	1%	10%	0%	-2%	13%
CCOC(=O)C1(Cc2ccc(OC)cc2)CCN(C(=O)CN2CCN(CC)CC2)CC1
 : i	-2%	-2%	-5%	1%	-18%[0.397 µM]	1%	-8%
Cc1cc(C(=O)CN2C(=O)NC(C)(c3ccc(F)c(F)c3)C2=O)c(C)n1C1CC1 (centres undefined)
 : -24%	3%	13%	9%	5%	-40%[inhibitor]	19%	-19%
COc1cc(NC(=O)COc2ccc3c(C)cc(=O)oc3c2C)cc(OC)c1OC
 : i	-1%	22%	20%	-10%	-2%	-4%	3%
Cc1cc(C)c(Cc2c(C)nc3c(C(=O)NCc4ccco4)cnn3c2C)c(C)c1
 : i	0%	.	-8%	6%	-15%	0%	1%
Cc1ccc(NC(=O)/C(=C/c2cccc([N+](=O)[O-])c2)NC(=O)C2CCCCC2)c(C)c1
 : i	1%	-16%	3%	4%	-24%	-7%	7%
